CaV13 FRET inh = Disruptors of the CACNA1D IQ motif to Ca2+-dependent inactivation inhibitor domain association, primary screening, Förster resonance energy transfer in intact living … | HEK cells, CFP/YFP FRET ICDI-IQ, plate reader, 10 min; percent FRET-ratio fall versus neutral wells | AID 743397 | inhibition, % at 12.3 µM | actives 0.098% (n = 340,000);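 active = mean replicate inhibition of at least 30% and at least 1% of replicates passing that level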;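 also: 0% = median of the neutral control wells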
HIF-2a inh = blocks HIF-2a reporter activity; inhibition, % at 18.8 µM; 786-0 RCC cells HIF-2a reporter, luciferase luminescence, overnight; actives 0.72% (n = 360,000);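 active = inhibition of the luminescence signal of 40% or more relative to plate controls, in a single-dose primary screen at 18.75 µM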
MITF TRPM1 inh = inhibitors of MITF-driven TRPM1 promoter in melanoma cells | SK-MEL-5 TRPM1 promoter luciferase, 24 h | inhibition, % at 12.5 µM | actives 0.83% (n = 330,000) | AID 488899;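 active = mean inhibition across replicates of 60% or more, whatever share of single replicates reaches that level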; also: values of inactives mirror those of a sister screen read the other way
Vif imaging = inhibitors of HIV Vif | HEK293T cells, Vif self-association by quenched fluorescence, imaging, 24 h | inhibition, % at 7.49 µM | actives 0.35% (n = 340,000); in the data active = inhibition above about 50%, passing the limit was not always enough; also: some results filed as inactive read as strong as hits
KKLEB tox = CF airway cell cytotoxicity counter-screen; KKLEB CF airway cells viability, ATPlite luminescence, overnight; stronger effect = lower value; cells stimulated with P. aeruginosa culture filtrate; activity change (cytotoxicity), % at 5 µM; actives 0.36% (n = 360,000);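 active = corrected activity change at or below -50% at 5 µM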
Shn3 inh set2 = reduces Shn3 3'UTR luciferase signal in osteoblasts; Clone20 osteoblast Shn3 3'UTR firefly luciferase, 24 h; inhibition, % at 12.5 µM; actives 0.52% (n = 360,000); AID 588674;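 active = mean inhibition of at least 75% with every replicate also reaching 75%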;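 also: 0% = median of neutral control wells and 100% = pilot-screen positive control compound; some compounds past the cut are filed as inactive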
NR2E3 ag-1 = agonists of human nuclear receptor NR2E3 | AID 2300 | inhibition of corepressor binding, % at 4.78 µM | GST-NR2E3/biotin-RetCOR TR-FRET, 1536-well | actives 0.12% (n = 320,000);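 active = percent inhibition above the cutoff of mean plus 3 SD of all tested compounds, set per screening campaign, cut at about 20% in these data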;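 also: 0% = DMSO wells and 100% = biotin wells as full block of FRET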
Target sequence (Q9Y5X4 whole entry, looked up): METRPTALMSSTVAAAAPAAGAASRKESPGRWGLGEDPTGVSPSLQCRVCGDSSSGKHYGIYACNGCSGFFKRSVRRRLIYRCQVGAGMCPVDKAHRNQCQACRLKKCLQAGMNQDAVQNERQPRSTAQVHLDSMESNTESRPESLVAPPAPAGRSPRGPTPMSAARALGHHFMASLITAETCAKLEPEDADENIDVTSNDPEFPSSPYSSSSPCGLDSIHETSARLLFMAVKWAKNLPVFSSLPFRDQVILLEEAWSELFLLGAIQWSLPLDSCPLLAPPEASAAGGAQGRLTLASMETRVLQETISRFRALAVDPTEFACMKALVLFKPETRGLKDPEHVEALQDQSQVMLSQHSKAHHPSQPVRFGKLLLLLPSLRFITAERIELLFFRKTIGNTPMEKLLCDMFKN
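System: GST-NR2E3 and biotin-RetCOR proteins; probe or stimulus: 7 nM biotin-RetCOR; doses: compound at 4.8 µM, single dose; schedule: Compound–protein incubation for 5 h at 4 °C; detection: time-resolved FRET; read-out: percent inhibition; controls: biotin wells as high control, 0.6% DMSO wells as low control; format: 1536-well plates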
Peg3 prom inh = Peg3 promoter activity inhibition; HeLa PEG-Prom luciferase reporter, luminescence, overnight; inhibition, % at 20 µM; actives 1.7% (n = 360,000); AID 588405;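 active = inhibition of at least 50% at 20 µM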
PDI turbidity = blocks human protein disulfide isomerase activity; P07237; PDI insulin aggregation turbidity, A650, 90 min; inhibition, % at 10 µM; actives 0.052% (n = 350,000); AID 588391;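 active = mean inhibition across replicates of 30% or more, whatever share of single replicates reach that level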;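 also: absorbance from insulin aggregation driven by PDI reduction with DTT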
Target sequence (P07237 whole entry, looked up): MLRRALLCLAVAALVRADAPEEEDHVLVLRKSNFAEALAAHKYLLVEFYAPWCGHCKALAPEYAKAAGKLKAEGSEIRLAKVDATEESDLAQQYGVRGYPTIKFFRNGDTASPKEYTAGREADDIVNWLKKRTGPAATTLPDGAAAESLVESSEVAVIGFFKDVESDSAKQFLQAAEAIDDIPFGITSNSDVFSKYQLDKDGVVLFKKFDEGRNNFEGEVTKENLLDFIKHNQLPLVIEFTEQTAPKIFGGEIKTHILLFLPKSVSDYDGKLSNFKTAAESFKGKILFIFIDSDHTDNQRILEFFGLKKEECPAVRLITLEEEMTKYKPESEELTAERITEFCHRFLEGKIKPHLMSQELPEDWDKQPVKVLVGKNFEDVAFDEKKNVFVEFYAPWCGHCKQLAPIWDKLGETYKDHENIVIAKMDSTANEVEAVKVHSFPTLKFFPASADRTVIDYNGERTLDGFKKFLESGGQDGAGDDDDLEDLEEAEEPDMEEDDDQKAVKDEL
NR2E3 ag-2 = human photoreceptor-specific nuclear receptor agonism | CHO-S Gal4-NCOR/VP16-NR2E3 two-hybrid, luciferase | AID 602229 | actives 0.35% (n = 360,000) | Q9Y5X4 | inhibition of corepressor binding, % at 3.98 µM;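 active = inhibition above the mean of all tested compounds plus 3 SD, cut at about 70% in these data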;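 also: 0% = DMSO with NR2E3 transfected cells and 100% = cells lacking NR2E3 construct; higher means lower luciferase signal from less NR2E3 corepressor binding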
CF NFkB block = inhibitors of cystic fibrosis induced NF-kB; inhibition, % at 5 µM; actives 0.86% (n = 360,000); KKLEB NF-kB-GFP reporter, PAF-induced, GFP fluorescence overnight; AID 588850;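 active = at least 50% inhibition at 5 µM, scaled per plate between neutral and stimulator controls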;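 also: PAF is a Pseudomonas aeruginosa culture filtrate used as stimulus; plate controls were PAF-stimulated DMSO wells for no effect and unstimulated DMSO wells for full effect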
* marks the source's active call; other numbers are inactive results; x = not tested or not shown. Not a hit list; overall some 3.3% were active at least once.

SMILES | CaV13 FRET inh | HIF-2a inh | MITF TRPM1 inh | Vif imaging | KKLEB tox | Shn3 inh set2 | NR2E3 ag-1 | Peg3 prom inh | PDI turbidity | NR2E3 ag-2 | CF NFkB block
O=C(CN(CCc1ccccc1)C(=O)c1csnn1)NCc1ccc(F)cc1 | -5 | 8 | 6 | x | 6 | 4 | 1 | 10 | -8 | -9 | -12
CN(CC(CC(=O)Nc1nncs1)c1ccccc1)S(=O)(=O)c1ccccc1 (configuration not stated) | -3 | -6 | -9 | -3 | -1 | -5 | 3 | 8 | x | -9 | -5
CCn1c(SCC(=O)N/N=C/C(C)=C/c2ccco2)nnc1-c1ccccc1 | -5 | 9 | 4 | 40 | -29 | 14 | 4 | 9 | 8 | -18 | 4
CCOc1ccc(N=CC2=C(O)CC(C)(C)CC2=O)cc1 | -5 | -80 | -28 | 17 | -10 | -29 | -3 | -36 | 1 | 0 | -6
O=C(OCCOc1ccccc1F)c1cc(S(=O)(=O)N2CCOCC2)ccc1F | -7 | 12 | -4 | 15 | -5 | 1 | x | -1 | -1 | 18 | -1
CC(=O)/C(C(=N)N1CCN(C(c2ccccc2)c2ccccc2)CC1)=C(\C)O | x | 21 | -5 | -7 | 3 | 0 | 1 | 7 | 2 | 18 | 2
COC(=O)c1ccccc1NC(=S)N1CCN(c2ccccn2)CC1 | -6 | 11 | -5 | -2 | 0 | x | 0 | 5 | -4 | 6 | -5
COc1ccc2[nH]cc(S(=O)(=O)c3ccc(C)cc3)c2c1 | 1 | 10 | 10 | 2 | 4 | -17 | -3 | 6 | -1 | -18 | -4
FC(F)(F)c1ccc(C2Nc3cccc4cccc(c34)N2)cc1 | 9 | 5 | 15 | -5 | 12 | 1 | x | -2 | -4 | -43 | -29
CC(=O)/C(=C/c1ccccc1)C(=O)Nc1ccccc1C | -8 | 92* | 44 | 4 | -12 | 2 | 0 | 73* | 8 | 26 | 26

Arranged by SMILES length (smallest number first): some entries from above.
SMILES | CaV13 FRET inh | HIF-2a inh | MITF TRPM1 inh | Vif imaging | KKLEB tox | Shn3 inh set2 | NR2E3 ag-1 | Peg3 prom inh | PDI turbidity | NR2E3 ag-2 | CF NFkB block
CC(=O)/C(=C/c1ccccc1)C(=O)Nc1ccccc1C | -8 | 92* | 44 | 4 | -12 | 2 | 0 | 73* | 8 | 26 | 26
FC(F)(F)c1ccc(C2Nc3cccc4cccc(c34)N2)cc1 | 9 | 5 | 15 | -5 | 12 | 1 | x | -2 | -4 | -43 | -29
O=C(CN(CCc1ccccc1)C(=O)c1csnn1)NCc1ccc(F)cc1 | -5 | 8 | 6 | x | 6 | 4 | 1 | 10 | -8 | -9 | -12

Five entries out of the list above, arranged by the number in NR2E3 ag-2, largest number first:
SMILES	CaV13 FRET inh	HIF-2a inh	MITF TRPM1 inh	Vif imaging	Shn3 inh set2	NR2E3 ag-1	Peg3 prom inh	PDI turbidity	NR2E3 ag-2	CF NFkB block
CC(=O)/C(=C/c1ccccc1)C(=O)Nc1ccccc1C	-8	92*	44	4	2	0	73*	8	26	26
O=C(OCCOc1ccccc1F)c1cc(S(=O)(=O)N2CCOCC2)ccc1F	-7	12	-4	15	1	x	-1	-1	18	-1
CN(CC(CC(=O)Nc1nncs1)c1ccccc1)S(=O)(=O)c1ccccc1 (configuration not stated)	-3	-6	-9	-3	-5	3	8	x	-9	-5
COc1ccc2[nH]cc(S(=O)(=O)c3ccc(C)cc3)c2c1	1	10	10	2	-17	-3	6	-1	-18	-4
FC(F)(F)c1ccc(C2Nc3cccc4cccc(c34)N2)cc1	9	5	15	-5	1	x	-2	-4	-43	-29

Records listed so far shown as hits in Peg3 prom inh:
Structure,CaV13 FRET inh,HIF-2a inh,MITF TRPM1 inh,Vif imaging,Shn3 inh set2,NR2E3 ag-1,Peg3 prom inh,PDI turbidity,NR2E3 ag-2,CF NFkB block
CC(=O)/C(=C/c1ccccc1)C(=O)Nc1ccccc1C,-8,92*,44,4,2,0,73*,8,26,26

(next part)
SMILES | CaV13 FRET inh | HIF-2a inh | MITF TRPM1 inh | Vif imaging | KKLEB tox | Shn3 inh set2 | NR2E3 ag-1 | Peg3 prom inh | PDI turbidity | NR2E3 ag-2 | CF NFkB block
COc1ccccc1NC(=O)C(C)OC(=O)/C=C/c1ccc2ccccc2n1 (configuration not stated) | -14 | -107 | -48 | 2 | -3 | -58 | 1 | -169 | -5 | -23 | -5
c1cncc(-c2ccc3ncnc(NCc4ccc5c(c4)OCO5)c3c2)c1 | -5 | 19 | -6 | -6 | -13 | 6 | x | 18 | -2 | -46 | 55*
CN1C/C(=C/c2ccccc2[N+](=O)[O-])C(=O)/C(=C\c2ccccc2[N+](=O)[O-])C1 | -7 | 2 | 62* | 28 | 3 | -7 | x | 96* | -1 | -5 | -14
Cc1ccc(NNC(=O)C2CCC2)cc1C | -12 | 12 | 11 | 3 | -8 | 9 | -1 | -2 | 2 | -33 | 4
CCN(CC)C(=O)Oc1ccc(Br)c2ccccc12 | -6 | 14 | 4 | 3 | -13 | -2 | 4 | 6 | -5 | -7 | 23
CC(=O)c1sc(NC(=O)C(C)Oc2ccc3c(C)cc(=O)oc3c2)nc1C (configuration not stated) | x | -6 | -5 | -6 | 6 | 4 | 7 | 1 | 7 | -2 | 0
COc1ccc(CNC(=O)C2CCC(CNS(=O)(=O)c3cccs3)CC2)cc1 (configuration not stated) | -8 | 6 | 7 | 32 | 6 | 9 | 1 | 14 | -19 | 12 | 8
CC(C)(CN1CCN(Cc2ccccc2)CC1)NS(=O)(=O)c1ccc(Cl)cc1 | -3 | 1 | -7 | -2 | 5 | 3 | -2 | 4 | -2 | 9 | 2
COc1ccc(CSCC(=O)NN=C2CCN(C)CC2)cc1 | -5 | 18 | -8 | 9 | 0 | -22 | -1 | 10 | -5 | -28 | -7
CCOc1ccc(CO/N=C/c2c(C)[nH]c(=O)[nH]c2=O)cc1 | -4 | 30 | -7 | -3 | 2 | -3 | 2 | 12 | -2 | -9 | 14
NC(N)=NS(=O)(=O)c1ccc(NC(=S)NC(=O)c2ccc(Br)cc2)cc1 | 6 | 9 | -5 | -1 | 10 | -20 | 7 | 12 | 0 | -1 | -2
N#Cc1ccc(C(=O)Nc2cc(S(=O)(=O)Nc3ccc(Cl)cc3)ccc2N2CCCCC2)cc1 | -17 | 3 | 8 | 3 | 3 | 63 | 0 | 27 | 12 | 16 | 11
Cc1ccc(S(=O)(=O)N2[C@@H](c3cccc(Cl)c3)C(C(=O)O)=CC[C@H]2c2cccc(C)c2)cc1 | -5 | 15 | 7 | x | 12 | 1 | -3 | 21 | 2 | -35 | 31
COc1ccccc1NC(=O)C1CCCN(S(=O)(=O)c2cccc3nsnc23)C1 (configuration not stated) | -4 | 24 | 2 | x | 9 | -9 | 2 | 27 | 0 | 1 | -4
CN(Cc1ccccc1)C(=O)c1cccc(NC(=O)Cc2ccc(NC(=O)C3CCN(C(=O)C4CCCC4)CC3)cc2)c1 | -6 | -20 | 0 | -12 | 21 | 17 | x | 2 | -7 | -26 | 3
CC1CC(=O)N(CC(=O)Nc2ccc(Br)cc2)c2ccccc2S1(=O)=O (configuration not stated) | -7 | 16 | -6 | -3 | 11 | 5 | 2 | 2 | 10 | -1 | 6
c1ccc(-c2nc(CSc3nnnn3-c3ccccc3)cs2)cc1 | -8 | -42 | 5 | 2 | -7 | -1 | 2 | -13 | -11 | -9 | 2
CC(Nc1nc(-c2ccc(F)cc2)cs1)c1nc2cc(Cl)c(Cl)cc2n1CCOCCO (configuration not stated) | -10 | 3 | 3 | x | -8 | -4 | -3 | -14 | 2 | -35 | 14
O=C1CCN(S(=O)(=O)c2ccccc2)N1 | x | 5 | -4 | -10 | 3 | -4 | -1 | -2 | 11 | -5 | -13
O=C(CCC(=O)N/N=C/c1ccco1)N/N=C/c1ccco1 | -14 | 16 | x | 4 | 6 | -29 | -3 | 14 | 0 | -1 | -12
Cc1ccc(C2CCN(C(=S)NC(C)(C)C)C2)cc1 (configuration not stated) | 3 | -182 | -26 | 3 | -3 | -25 | 5 | -91 | 11 | -32 | 15
COc1cc(NC(=O)C2CC(c3ccc(Cl)cc3)=NO2)cc(OC)c1OC (configuration not stated) | -2 | 19 | 0 | 1 | 6 | 12 | 2 | 19 | 4 | -9 | -14
COc1ccc(CN=C(C#N)C2=C(O)c3ccccc3C2=O)cc1 | -20 | -35 | -5 | -2 | -8 | -2 | 2 | -12 | -4 | -40 | 7
Cc1cc(C(C)(C)C)oc1C(=O)N(CC(=O)NC1CCCC1)Cc1ccc(F)cc1 | x | 23 | 11 | 3 | -5 | -7 | 1 | 17 | -15 | -12 | 22
Cc1ccc(-c2c(C)sc(NC(=O)C3C4CCC(O4)C3C(=O)O)c2C(=O)OC(C)C)cc1 (configuration not stated) | x | 12 | 8 | 6 | 2 | 3 | 4 | 10 | -8 | 20 | 1
CCN(C(=O)COC(=O)c1cccc(S(=O)(=O)N2CCOCC2)c1)C1CCS(=O)(=O)C1 (configuration not stated) | -6 | 3 | -4 | -5 | 3 | 6 | 1 | -7 | 4 | -27 | 0
Clc1ccc(-n2c(SC/C=C/c3ccccc3)nnc2-c2cccnc2)cc1 | -4 | 13 | 7 | -25 | 17 | 39 | -1 | 12 | 7 | -25 | -10
Cc1c(C(=O)NCc2nnc(-c3ccccc3)o2)oc2c(F)cccc12 | -5 | -27 | -9 | -1 | -8 | -10 | x | -34 | -14 | -31 | 11
CCCCCCC=C1CCC(CN2CCCC2)C1=O (configuration not stated) | -5 | -7 | x | -2 | -4 | 33 | x | 102* | x | -48 | -12
CC(=O)N1c2c(cc(Br)cc2S(=O)(=O)NCc2ccc(C)cc2)CC1C (configuration not stated) | -2 | 4 | -1 | 15 | 5 | 22 | 1 | 18 | 0 | -21 | 4
O=C(CNCc1ccccc1Cl)NCc1ccco1 | -5 | 11 | 1 | 17 | 11 | -57 | 2 | 13 | 6 | -13 | 18
O=C(O)CCC(=O)NNC(=O)c1ccc(-c2ccccc2)cc1 | -8 | 17 | 5 | 7 | 8 | 6 | -4 | 8 | -2 | -5 | 9
CC(=O)OCC(COC(C)=O)OC(C)=O | -4 | 3 | -6 | -3 | -20 | 9 | 0 | 12 | -4 | -18 | -7
O=C(CCC(=O)Nc1ccccc1)NNC(=O)C(c1ccccc1)c1ccccc1 | -6 | 22 | -9 | 2 | 5 | -5 | 1 | 12 | 7 | -18 | -5

Screens as filed in PubChem.
